High-throughput results as filed in PubChem.
14-3-3g Raf = alters human 14-3-3 gamma binding to Raf peptide. P61981. FP, 14-3-3gamma / TMR-pS259-Raf peptide binding. inhibition, % at 40 µM. 0.19% of 160,000 active. AID 422; in the data active = inhibition above about 30%;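 note: 0% = protein plus tracer without compound and 100% = blank with tracer alone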
Target sequence (P61981 whole entry, looked up): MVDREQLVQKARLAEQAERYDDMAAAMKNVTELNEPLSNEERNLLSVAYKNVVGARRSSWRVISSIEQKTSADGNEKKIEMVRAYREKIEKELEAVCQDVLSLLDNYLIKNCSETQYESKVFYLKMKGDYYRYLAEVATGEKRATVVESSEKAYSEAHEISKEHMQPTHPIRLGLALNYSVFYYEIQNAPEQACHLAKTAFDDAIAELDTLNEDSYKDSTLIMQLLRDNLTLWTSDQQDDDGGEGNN
* hit, by the source's call; & = joins results of further samples. These rows are one share of the data. The share of hits here may be higher or lower than overall.

molecule	14-3-3g Raf
CCCN1CCN(c2cc(Nc3ccc(C(=O)OC)cc3)c3c4c(onc24)-c2ccccc2C3=O)CC1	-164
CCn1c(SCC(=O)c2ccc(CNC(C)=O)o2)nnc1-c1cccs1	-3
Cc1cccc(N(CC(=O)N2CCCC2)S(=O)(=O)c2ccccc2)c1C	2
COc1cc2c(c(OC)c1OC)C(c1ccccc1Br)CC(=O)N2 (stereo unspecified)	-7
Cc1nnc(SCC(=O)Nc2ccc(Cl)cn2)n1Cc1ccccc1	-3
COCCNC(=O)Cn1nc(C(F)(F)F)cc1C	1
Cc1cc(C)nc(SC2c3cccc4cccc(c34)C2NS(=O)(=O)c2ccccc2)n1 (stereo unspecified)	4
O=C(N=C(c1ccccc1)c1ccccc1)c1ccccc1[N+](=O)[O-]	-8
Nc1ccc2oc(=O)c3ccccc3c2c1	-12
CC(C)c1nc(C#N)c(NCCCn2ccnc2)o1	-8
CC(C)(C)Nc1ncnc2c1cnn2Cc1ccccc1	2
COc1ccccc1Oc1ccc2c(c1)C(=O)N(c1ccc(O)cc1)C2=O	-1&-15
CCSc1nc2cc(C(=O)OC)ccc2c(=O)n1CC	8
O=C(CSc1nnnn1C1CCCC1)NCc1ccc2c(c1)OCO2	3
CCC(C)NC(=O)c1cc(Nc2ccc(C)c(C)c2)nc2ccccc12 (stereo unspecified)	-10
CC(NC(=O)c1ccccc1)c1nc2ccccc2n1Cc1ccc(C#N)cc1 (stereo unspecified)	-2
O=C1Sc2ccc(Br)c3cccc1c23	-18
CCOc1ccc(Oc2nc(NCC(C)C)nc(OC)n2)nn1	2
Cc1cc(NC(=O)c2noc3c2CCCCC3)nn1Cc1ccc(Cl)cc1	-5
CCOC(=O)c1sc2nc(NC(=O)C(C)(C)C)sc2c1C	-9
Cc1ccc(NC(=O)CN(c2cccc(C)c2C)S(=O)(=O)c2ccccc2)cc1	3
COc1cccc(CNc2ccc3c(c2)ncn3C(C)(C)C)c1OC	2
CCC(C)(C(=O)NC1CCCCC1)N(CC1CCCO1)C(=O)c1ccccn1 (stereo unspecified)	-1&-8
COc1ccc(CCNC(=O)C2CCC(Cn3c(=O)[nH]c4ccccc4c3=O)CC2)cc1OC (stereo unspecified)	-12
COc1ccc(OC)c(NC(=O)C(CC(=O)O)NCc2ccco2)c1 (stereo unspecified)	-6
CC(=O)Nc1ccc(S(=O)(=O)Nc2ccc(Br)cc2C)cc1	0
CC(=O)Nc1c(C#N)c(C(C)(C)C)cn1C	-9
COc1cc(C2C3C(=O)N(c4ccccc4)C(=O)C3ON2c2ccccc2)cc(OC)c1OC (stereo unspecified)	-5
COc1ccc(CCNC(=O)c2cc3nc(-c4ccccc4)cc(C(F)(F)F)n3n2)cc1OC	1
COC(=O)c1cc(-c2ccc(F)cc2)n(-c2ccccc2)n1	-1
Cc1ccccc1-n1c(SCC(=O)NCc2ccccc2)nc2[nH]ncc2c1=O	-3
Cc1ccccc1OCCCC(=O)Nc1nc2ccccc2s1	-22
O=C(COc1ccc(Br)cc1)Nc1cccnc1	-11
Cn1c2c(c(=O)n(C)c1=O)C(c1ccc3c(c1)OCO3)C1=C(CCCC1=O)N2 (stereo unspecified)	-23
CCOC(=O)c1cccc(N2C(=O)C3C(C(=O)NC4CC4)C4(C)C=CC3(O4)C2C(=O)NC(C)(C)C)c1 (stereo unspecified)	-10
Cc1sc(Nc2ccccc2)nc1-c1cc2ccccc2oc1=O	9
Cc1cccc(C2N(c3ccc(F)cc3)C(=O)C3CCCN32)c1 (stereo unspecified)	-5
O=C(CSc1oc(-c2ccccc2)nc1S(=O)(=O)c1ccccc1)c1ccccc1	-116
CCc1ccc(Nc2cc(=O)n(C3CCCCC3)c(=O)[nH]2)cc1	-3
COc1ccc(NC(=O)c2ccc3c(=O)n(Cc4cccc(Br)c4)c(=S)[nH]c3c2)cc1OC	-13
Cc1cc(=O)n2c(nc3ccccc32)[nH]1	-2
COc1cccc(-n2c(COc3ccccc3C)nnc2SCC(=O)O)c1	3
O=C1CSC(c2ccc(Br)cc2)N1c1ccc(F)cc1 (stereo unspecified)	10
N#Cc1c(N)nc2c(c1-c1ccc3c(c1)OCO3)CCCC2	1
CCCC(C)C(=O)Nc1cccc(NC(C)=O)c1 (stereo unspecified)	1
CCOC(=O)c1c(C)[nH]c(C(=O)CSc2nnnn2-c2ccc(C)cc2)c1C	1
CCn1c(N2CCC(C)CC2)nc2c1c(=O)n(C)c(=O)n2C	1
CC(=O)NC(Cc1c[nH]c2ccccc12)C(=O)N1CCc2ccccc2C1 (stereo unspecified)	1
COc1ccc(C(=O)N(Cc2ccco2)Cc2cccs2)c(O)c1	3
Cc1[nH]nc(SCC(=O)O)c1[N+](=O)[O-]	6
Cc1occc1-c1n[nH]c(=S)n1-c1ccccc1	-2
Cc1c(Cl)cccc1NC(=O)c1ccccc1C(=O)O	1
O=C(c1cccc(C(=O)N2CCN(c3ccccc3)CC2)c1)N1CCN(c2ccccc2)CC1	2
Cn1c2ccccc2c2c(C(=O)NCCCN3CCCC3=O)cn(C3CCCC3)c(=O)c21	-6
Cc1cccc(C)c1NC(=O)CSc1nnc(-c2ccncc2)n1-c1ccccc1	0
O=C(c1cccc(Br)c1)N1CCc2c([nH]c3ccccc23)C1c1ccc2c(c1)OCO2 (stereo unspecified)	-6
C1=CC2CC1CC2CN1CCN(c2ccccc2)CC1 (stereo unspecified)	-8
O=C(Nc1nc2ccc3ccccc3c2s1)c1cc(Cl)ccc1[N+](=O)[O-]	1
Cc1ccc(NC(=O)CC2SC3=NCCCN3C2=O)c(C)c1 (stereo unspecified)	-1
CC1(C)Cc2nc3sc(C(=O)NCCO)c(N)c3cc2CO1	-3

New compounds follow.
molecule	14-3-3g Raf
CCOC(=O)c1c(C)oc2cc(Br)c(OCc3cccc(F)c3)cc12	-6
Cc1cccc(Cn2c(NCCc3ccccc3)nc3c2c(=O)n(C)c(=O)n3C)c1	-5
COc1cccc(C2/C(=C(\O)c3ccc4c(c3)OCO4)C(=O)C(=O)N2CCN(C)C)c1OC (stereo unspecified)	3
C/C=C/Cn1c(SCc2ccc(Cl)cc2)nc2c1c(=O)[nH]c(=O)n2C	-5
COc1cccc(C(=O)Nc2nc(-c3ccc(Cl)cc3)cs2)c1	-1
Cc1cc(C)c2oc(-c3cc(NC(=O)CC(C)C)ccc3Cl)nc2c1	-67
CCOc1ccc(N2CC(C(=O)Nc3ccc(S(=O)(=O)N4CCOCC4)cc3)CC2=O)cc1 (stereo unspecified)	-7
Cc1cccc(CC(=O)N2CC(=O)Nc3ccc(Br)cc3C2c2ccccc2)c1 (stereo unspecified)	2
Cc1cc2ncn(/N=C/c3cccnc3)c2cc1C	-2
O=C(O)c1cc(-c2ccc(C=Nc3ccccc3)o2)ccc1Cl	-41
CCOC(=O)c1cc(-c2ccco2)nc2c1c(C)nn2CCC#N	-4
CC1CCN(CCCNC(=O)Cn2nc(-c3ccccc3)ccc2=O)CC1	-4
Cc1ccc(C2/C(=C(\O)c3cnn(-c4ccccc4)c3C)C(=O)C(=O)N2CCN(C)C)o1 (stereo unspecified)	13
Cn1cc(CC(=O)NCCN2CCN(Cc3ccccc3)CC2)c2ccccc21	-1
CCOC(=O)C1(C)C(Br)=C(O)C(=O)N1c1ccc(Br)cc1 (stereo unspecified)	7
COc1ccc(-c2cc3nc4c(c(N5CCC6(CC5)OCCO6)n3n2)CCCC4)cc1	-3
CCN(CC)c1nc(-c2ccccc2)c2cc(Cl)ccc2n1	-2
COc1ccc(C(=O)Nc2c3c(nn2-c2cccc(Cl)c2)CS(=O)C3)cc1 (stereo unspecified)	-8
C=CCNC(=O)c1ccc(Cn2c(=S)[nH]c3cc4c(cc3c2=O)OCO4)cc1	-31
CCCOc1ccc(C(Nc2ccccn2)c2ccc3cccnc3c2O)cc1 (stereo unspecified)	-4
O=C(c1ccccc1)N1CCN=C1SCc1ccccc1Cl	-6
CCOC(=O)C1CCN(C(=O)COC(=O)c2ccc(Br)o2)CC1	-18
C=CCn1c(C)cc(C(=O)CSc2nnc(NCc3ccccc3)s2)c1C	-12
Cc1ccc(-c2coc3cc4oc(=O)c5c(c4cc23)CCC5)cc1	-4
CC1=C(C(N)=O)C(c2ccc3c(c2)OCO3)NC(=S)N1 (stereo unspecified)	2
COC(=O)c1cccc(CSc2nnc(C)s2)c1	-4
CCOC(=O)c1c(C)noc1CP(=O)(c1ccccc1)c1ccccc1	6
Cc1c(C(=O)N2CCOCC2)sc2nc(-c3ccccc3)cn12	2
CCOc1ccc2nc(NC(=O)Cc3nn(C)c(=O)c4ccccc34)sc2c1	-6
COc1ccc2nc(NC(=O)c3ccc(C)c([N+](=O)[O-])c3)sc2c1	-1
COc1ccc(CNC(=O)c2ccc3c(c2)ncn3C2CCCC2)c(OC)c1	-22
CC(C)c1cc(CN2CCN(CCC#N)CC2)cc(C(C)C)c1O	-3
c1ccc(N(c2ccccc2)c2nc(N3CCOCC3)nc(N3CCOCC3)n2)cc1	-16
Cc1ccc(C)c(CSC2=NCCN2C(=O)c2ccc(S(=O)(=O)N3CCCC3)cc2)c1	-10
Cc1c(Cl)cccc1NS(=O)(=O)c1ccc2[nH]cc(C(=O)N3CCc4ccccc43)c(=O)c2c1	-71
COc1cccc(C2CC(=O)C3=C(C2)NC(C)=C(C(=O)OCCOC(C)C)C3c2coc3ccc(C)cc3c2=O)c1 (stereo unspecified)	-29
Cc1nc2sc(C(c3cccc(F)c3)N3CCCC(C)C3)c(O)n2n1 (stereo unspecified)	0
Cc1c(Cc2ccccc2)c(=O)oc2c(C)c(OCC(N)=O)ccc12	5
CC(C)C[C@H](NC(=O)[C@@H]1O[C@H]1C(=O)O)C(=O)NCCCCN=C(N)N	-1
CCOC(=O)C1=CN(c2ccc(C)cc2)C=C(C(=O)OCC)C1c1cccc(C(F)(F)F)c1	-1

Entries above that contain a CF3 group (3):
molecule	14-3-3g Raf
COCCNC(=O)Cn1nc(C(F)(F)F)cc1C	1
COc1ccc(CCNC(=O)c2cc3nc(-c4ccccc4)cc(C(F)(F)F)n3n2)cc1OC	1
CCOC(=O)C1=CN(c2ccc(C)cc2)C=C(C(=O)OCC)C1c1cccc(C(F)(F)F)c1	-1

Additional compounds
molecule	14-3-3g Raf
Cc1ncc(CO)c2cc(-c3nnc(Nc4cccc5ccccc45)s3)c(=O)oc12	-5
COc1ccc(C2Nc3ccc4ncccc4c3C3=C2C(=O)CC(C)(C)C3)cc1OC (stereo unspecified)	2
COc1ccc(/C(O)=C2\C(=O)C(=O)N(CCN(C)C)C2c2cccc(OC)c2OC)cc1 (stereo unspecified)	-11
Cc1ccc(NC(=O)c2cnn3c2NC(c2ccc(C)cc2)CC3C(F)(F)F)cc1 (stereo unspecified)	1
COc1ccc(OC)c(NC(=O)C23CCC(C)(C(=O)C2)C3(C)C)c1 (stereo unspecified)	-9
COc1ccc(C2CC(=O)C3=C(C2)Nc2ccccc2NC3c2ccccc2Br)cc1OC (stereo unspecified)	-5
CCOC(=O)N1CCN(C(=O)C(NC(=O)c2ccc(CC)cc2)C(C)C)CC1 (stereo unspecified)	-3
CN(C)c1ccc2nc3c(nc2c1)C(=O)c1ccccc1C3=O	-14
CCS(=O)(=O)N1CCC(C(=O)NCc2cccc(OC)c2)CC1	-4&-4
CCOC(=O)COc1nc(C)c(Br)c(COC)c1C#N	7
O=C1CN(C(=O)c2ccc(N3CCCCC3)c([N+](=O)[O-])c2)c2ccccc2N1	-14
O=c1oc2ccc([N+](=O)[O-])cc2cc1-c1nc(-c2ccccc2)cs1	-18
Cc1ccn2c(NC3CCCCC3)c(-c3cccnc3)nc2c1	-2
CCn1c(SCC(=O)Nc2cccc(F)c2)nc2c(c1=O)SC(C)C2 (stereo unspecified)	3
O=C(C1=NNC2C(=O)N(c3ccccc3)C(=O)C12)c1cccnc1 (stereo unspecified)	12
COc1cc(OC)cc(C(=O)N2CCN=C2SCc2ccccc2C)c1	3
O=C(CC(O)(c1ccccc1)C(F)(F)C(F)F)c1cccs1 (stereo unspecified)	-5
COC(=O)c1cc(Br)ccc1-c1ccc(/C=N/n2nnnc2N)o1	-11
Cc1nc2nc[nH]n2c(=O)c1Br	19
Cc1cc2occ(CC(=O)NC3=NCCS3)c2cc1C(C)C	-7

Arranged by count of non-hydrogen atoms (smallest number first): part of the list above
molecule	14-3-3g Raf
O=C1Sc2ccc(Br)c3cccc1c23	-18
Cc1occc1-c1n[nH]c(=S)n1-c1ccccc1	-2
Cc1sc(Nc2ccccc2)nc1-c1cc2ccccc2oc1=O	9
O=C(N=C(c1ccccc1)c1ccccc1)c1ccccc1[N+](=O)[O-]	-8
CCC(C)(C(=O)NC1CCCCC1)N(CC1CCCO1)C(=O)c1ccccn1 (stereo unspecified)	-1&-8
c1ccc(N(c2ccccc2)c2nc(N3CCOCC3)nc(N3CCOCC3)n2)cc1	-16

(list continues)
molecule	14-3-3g Raf
COc1ccccc1NC(=O)c1ccc(OC(=S)N(C)C)cc1	-2
CN(C(=O)c1coc(=O)c2ccccc12)C1CCCCC1	-7
CCOc1ccccc1N(CC)C(=O)Cn1ncc2c(=O)oc3ccccc3c21	2
CCc1c(C)[nH]n2cnnc2c1=O	8
O=C(Nc1ccc(Cl)cc1)Nc1nnc(CSCc2ccccc2)s1	-5
O=[N+]([O-])c1ccc2c(c1)C(N1CCOCC1)C(=Cc1ccccc1)O2 (stereo unspecified)	1
CC(C)CC1=NN(C(=O)C2CC2)C(O)(C(F)(F)F)C1 (stereo unspecified)	-3
CCN=C1SC(C(=O)NCCc2ccccc2)CC(=O)N1CC (stereo unspecified)	-7
O=C(Cc1ccccc1)Nc1nc(-c2cccs2)cs1	-3
COC(=O)c1ccccc1NC(=O)CSc1nc(O)cc(=O)n1C1CCCC1	-7
